# ABHD5-PLIN5 inh = ABHD5-PLIN5 protein interaction inhibition; 360,000 tested, 0.78% active; inhibition, % at 4 µM; Split G. princeps luciferase complementation, luminescence, 4 h; Q00G26+Q8WTS1;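 active = inhibition above the mean inhibition across every tested compound plus 3 SD, cut at about 22% in these data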;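 note: 0% = DMSO only wells and the 100% control is not disclosed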
# Cardio protect = protects H9c2 cardiomyocytes from peroxide injury; protection from H2O2 cell death, % at 20 µM; AID 588492; H2O2 injury protection, ATPLite, 2 h; 360,000 tested, 0.63% active;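 active = compounds giving at least 50% protection of heart cells from peroxide-induced death in the single-dose screen, raw or plate-pattern-corrected value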;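 note: 0% = DMSO wells with peroxide and 100% = DMSO wells without peroxide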
# Granule exo inh = blocks lytic granule exocytosis. TALL-104 LAMP-1 surface exposure, flow cytometry; cells stimulated with thapsigargin and PMA. inhibition, % at 10 µM. 360,000 tested, 0.66% active. AID 651702;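 active = inhibition above about 55%, limit read from the data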
# ABCB6 inh 2 = inhibitors of human ABC transporter ABCB6. K562-ABCB6 porphyrin accumulation, flow cytometry, 1 h; stronger effect = lower value. fluorescence ratio to DMSO, % at 10 µM. 360,000 tested, 0.19% active. AID 602162;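 active = fluorescence ratio to DMSO below 75%, the collection mean minus 3 SD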;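 note: signal is porphyrin accumulated inside mitochondria; 100% equals median channel fluorescence of DMSO control wells; lower ratio means ABCB6 inhibition with less porphyrin fluorescence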
# Target sequence (Q9NP58 whole entry, looked up): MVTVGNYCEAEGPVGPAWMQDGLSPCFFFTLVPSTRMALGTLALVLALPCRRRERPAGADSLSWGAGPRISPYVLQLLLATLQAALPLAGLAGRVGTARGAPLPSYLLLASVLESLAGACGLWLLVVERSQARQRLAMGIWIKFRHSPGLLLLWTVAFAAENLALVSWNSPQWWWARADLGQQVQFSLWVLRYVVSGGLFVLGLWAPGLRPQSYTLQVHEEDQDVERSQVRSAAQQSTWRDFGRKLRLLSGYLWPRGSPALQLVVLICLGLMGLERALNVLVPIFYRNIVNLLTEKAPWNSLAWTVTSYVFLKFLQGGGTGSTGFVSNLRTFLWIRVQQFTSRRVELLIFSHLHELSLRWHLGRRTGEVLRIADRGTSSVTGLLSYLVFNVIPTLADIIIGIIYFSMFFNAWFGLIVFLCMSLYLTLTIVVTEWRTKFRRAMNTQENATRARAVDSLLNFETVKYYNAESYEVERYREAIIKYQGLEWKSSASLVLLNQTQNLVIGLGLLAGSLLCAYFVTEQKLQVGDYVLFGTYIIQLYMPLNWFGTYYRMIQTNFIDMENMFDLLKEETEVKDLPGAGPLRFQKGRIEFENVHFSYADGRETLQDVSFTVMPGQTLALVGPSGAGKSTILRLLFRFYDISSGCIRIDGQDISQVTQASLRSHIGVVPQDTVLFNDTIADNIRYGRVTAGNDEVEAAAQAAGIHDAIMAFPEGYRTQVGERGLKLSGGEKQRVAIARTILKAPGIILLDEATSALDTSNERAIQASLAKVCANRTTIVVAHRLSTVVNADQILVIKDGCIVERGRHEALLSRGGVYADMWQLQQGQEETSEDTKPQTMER
# aDG glyco up = alpha-DG glycosylation activation. Pro5-aDG cells, alpha-DG glycosylation AlphaScreen (IIH6); 0% Pro5, 100% B10-LARGE cell signal. activation, % at 10 µM. 360,000 tested, 0.22% active;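 active = activation of at least 8% versus controls, or a plate z-score of at least 8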;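 note: Pro5 are CHO cells carrying HIG-tagged alpha-DG that lacks glycosylation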
# m5-HT2A agonist = activates the mouse 5-HT2A serotonin receptor. activation, % at 7.6 µM. CHO-K1 mHTR2A beta-arrestin complementation, luminescence; percent of 30 µM serotonin response. AID 624169. 360,000 tested, 0.66% active;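 active = activation above a run cutoff, the mean activation of all tested compounds plus 3 SD, cut at about 14% in these data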;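 note: 0% = plate median of compound wells and 100% = 30 µM serotonin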
# Glyco luc inh = blocks N-linked glycosylation in D54 reporter cells | D54 ERlucT glycosylation luciferase reporter, 24 h; percent of 100 nM tunicamycin response | reporter increase, % at 12.5 µM | 360,000 tested, 0.23% active;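 active = mean luciferase reporter signal, scaled so untreated is 0 and the glycosylation-blocking control 100, at or above a set limit in every replicate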;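 note: luciferase carries N-glycosylation sites so blocking glycosylation raises the light; 0% = median of neutral control wells and 100% = median of 100 nM tunicamycin wells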
# MC4R ag barr = human MC4R agonism via beta-arrestin; 360,000 tested, 0.98% active; U2OS MC4R beta-arrestin complementation, luminescence; percent of melanotan II response, DMSO zero; activation, % at 8.9 µM;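 active = activation above a per-plate cutoff, the mean activation of sample wells on that plate plus 3 SD, cut at about 8% in these data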
# iPSC survival up = hiPSC single-cell survival enhancement | ATPlite luminescence; 100% = ROCK inhibitor wells, 0% = DMSO | survival enhancement, % at 20 µM | 360,000 tested, 0.044% active; in the data active = survival enhancement above about 18%;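 note: cells exposed to compounds for 16 hours before the ATP read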
# MC4R antag cAMP = antagonists of human melanocortin 4 receptor (MC4R) | P32245 | MC4R-expressing cells, MTII-stimulated cAMP, LANCE TR-FRET | inhibition, % at 6.5 µM | 360,000 tested, 0.48% active | AID 540295;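 active = inhibition above its plate's cutoff, the mean of tested wells on that plate plus 3 SD, cut at about 29% in these data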;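 note: 0% = Melanotan II alone and 100% = Melanotan II plus saturating MCL0020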
#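 Material: human MC4R-expressing U2OS cells. Probe or stimulus: Melanotan II challenge. Dosing: 6.5 µM single dose. Times: 30-min compound, 1-h challenge, 1-h detection, room temperature. Technique: TR-FRET with Eu-cAMP and labeled anti-cAMP, 671 nm. Replication: singlicate.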
# * marks the source's active call; other numbers are inactive results.
structure	ABHD5-PLIN5 inh	Cardio protect	Granule exo inh	ABCB6 inh 2	aDG glyco up	m5-HT2A agonist	Glyco luc inh	MC4R ag barr	iPSC survival up	MC4R antag cAMP
CCOc1ccc(NC(=O)CSc2ncc(-c3ccc(F)cc3)n2Cc2ccco2)cc1	-1	-20	1	96	-0.2	-9	-1	-0.6	-0.6	5
CCOc1ccc(NC(=O)Nc2ccc3c(c2)N(C)C(=O)CS3)cc1	0	12	9	100	0.0	-1	-2	-0.1	-0.3	0
Cc1ccc(SCc2cc(=O)[nH]c(/N=C(\N)Nc3cccc4ccccc34)n2)cc1	-1	-13	2	101	0.2	-4	2	-1.3	2.5	8
CCOC(=O)c1c(SC)[nH]c2c(Cl)cccc2c1=O	5	-5	-1	97	0.0	3	2	-1.0	1.1	5
Clc1cccc(CNc2ccn3nc(-c4ccccc4)cc3n2)c1	-5	-14	19	98	0.3	-1	2	4.4	-0.9	24
CC(=O)C(CC(=O)N1CCCC1)C(=O)Nc1ccc(Cl)cc1 (stereo not drawn)	-1	-4	-6	101	-0.1	-9	0	-1.1	-0.1	10
Cc1ccc(OC(=O)CCC(=O)Nc2ccc(C(N)=O)cc2)cc1	-3	1	-1	97	0.1	-1	0	-0.6	-0.7	12
C=CCc1cccc(/C=N/c2ncn[nH]2)c1O	0	14	2	100	-0.1	3	0	0.4	1.1	-1
Cc1ccccc1C(=O)Nc1ccc2c(c1)C(=O)NC2=O	-1	13	1	92	0.1	4	3	-1.6	-1.9	5
O=C(c1ccc([N+](=O)[O-])c(CS(=O)(=O)c2ccc(Cl)cc2)c1)N1CCCCC1	-1	-5	-3	98	1.3	2	0	-0.7	0.5	-4
O=C(/C=C/c1cccc(O)c1)c1cccnc1	47*	20	0	103	-0.1	-1	8	-1.4	-0.3	9
C=CCN1C(=O)CN=C1Nc1ccc(F)cc1	2	-3	0	104	-0.5	3	3	-0.7	-1.0	13
CCCCNc1ncnc2c1cnn2-c1ccccc1	5	-26	0	99	0.0	3	8	-2.2	-1.6	-12
CCOC(=O)C(=O)Nc1nnc(CCc2ccccc2)s1	0	4	-2	92	0.2	-1	1	-0.8	-0.4	10
O=C(C[C@H]1C[C@@H]2c3cc(NC(=O)c4ccc5c(c4)OCO5)ccc3O[C@@H]2[C@H](CO)O1)NCc1cc(F)ccc1F	-1	-10	-4	98	0.0	-9	-2	-0.8	-0.8	-6
CN1CCC(OC(c2ccccc2)c2ccc(Cl)cc2)C1 (stereo not drawn)	6	2	-11	97	0.3	-3	-2	-0.5	-4.0	-2
COc1ccc(Cc2nnc(NC(C)=O)s2)cc1	1	1	-2	97	-0.1	2	-4	1.3	0.0	18
CCOC(=O)C1=C(C)NC(=O)NC1c1ccoc1 (stereo not drawn)	-8	9	2	102	0.1	1	2	2.5	-2.0	-7
COC(=O)c1ccccc1-c1ccc(/C=C2\C(=O)N(c3ccccc3)N=C2c2ccccc2)o1	-7	16	-1	106	-0.2	1	3	-0.3	3.9	-1
O=C(Cn1cnc2c(nnn2Cc2ccccc2F)c1=O)NCc1ccco1	9	3	-5	96	0.1	2	1	-0.9	-0.9	14
CSc1ccccc1OCc1cc(C(=O)N(C)Cc2cnccn2)no1	2	5	2	97	0.5	0	-3	-2.0	-0.5	7
Fc1ccccc1NC(=S)N1CCN(Cc2ccc3c(c2)OCO3)CC1	1	-7	0	89	0.0	5	1	-2.6	-0.9	-2
Cc1c(Cl)cccc1NC(=S)NCCC(c1ccccc1)c1ccccc1	-7	-18	1	99	1.5	-1	-3	2.7	-4.6	12
CC(C)=CCN1CCN(Cc2cccc3nonc23)CC1CCO (stereo not drawn)	-2	6	0	106	-0.3	0	3	-1.7	-0.3	0
CCN(CC(=O)Nc1ccc2c(c1)OCCO2)C(=O)c1ccc(C(F)(F)F)cc1	14	1	9	97	0.0	-6	1	-2.0	-0.3	10

structure	ABHD5-PLIN5 inh	Cardio protect	Granule exo inh	ABCB6 inh 2	aDG glyco up	m5-HT2A agonist	Glyco luc inh	MC4R ag barr	iPSC survival up	MC4R antag cAMP
CCOC(=O)N1CCC(=NNC(=O)NC2CCCCC2)CC1	-1	4	-1	96	0.0	0	1	-1.6	-0.9	3
Cc1cc(NC(=O)Cn2nnc(-c3ccccc3NC(=O)c3ccccc3F)n2)no1	-1	7	-1	99	0.2	3	-2	-0.4	-0.2	19
CN1CCN(C(=O)CCc2ccc(S(=O)(=O)NC3CCCCC3)cc2)CC1	1	-2	-2	95	-0.3	-7	-1	-0.6	2.9	7
COc1ccc(NC(=O)C2CCCN2S(=O)(=O)c2ccc(Cl)cc2)cc1 (stereo not drawn)	3	0	0	99	-0.1	-1	0	-0.4	0.0	16
COC(=O)C1=C(C)NC(=O)/C1=C/c1ccc(CNS(=O)(=O)c2ccc(C)cc2)o1	6	3	-1	99	-0.2	0	1	-3.9	0.8	6
CCCCOc1ccc(NC(=O)[C@@H]2CCCN2C(=O)C2CCN(S(=O)(=O)c3ccc(C)cc3)CC2)cc1	4	-1	-8	96	0.0	1	2	-1.6	0.1	9
COc1cc(/C=C2\C(=N)N3N=C(S(C)(=O)=O)SC3=NC2=O)ccc1OCCOc1ccc(C)cc1	-1	0	-16	105	0.0	16*	2	-0.1	0.4	34*
CN(C(=O)C12CC3CC(CC(C3)C1)C2)C1(C)CCS(=O)(=O)C1 (stereo not drawn)	-3	8	5	98	-0.2	-4	-4	-0.9	-0.4	2
Cc1ccnc2nc(C(=O)NC3CCCc4ccccc43)nn12 (stereo not drawn)	13	7	4	97	0.2	6	-4	2.8	0.4	6
Cc1ccc2c(c1)C1CN(C)CCC1N2C(=S)NC(=O)c1ccc(Cl)cc1Cl (stereo not drawn)	-5	6	9	99	0.3	-14	1	-2.2	-0.5	-4
FC(F)Oc1ccccc1NC(=S)NCc1ccco1	-8	-3	1	93	0.9	2	2	-0.6	-4.1	-3
Cn1ncc([N+](=O)[O-])c1C(=O)Nc1ccccc1	-2	1	-4	97	0.0	2	-1	-0.6	-0.4	4
CCOc1ccc(NC(=O)CCN2CCN(S(=O)(=O)c3ccc(OC)cc3)CC2)cc1	0	-2	-2	96	0.0	1	1	-0.1	0.4	7
Cc1cc(-c2nnc(CCC(=O)N3CCN(Cc4cccnc4)CC3)o2)c(C)o1	-4	6	2	101	-0.3	3	0	0.8	0.2	4
O=C(Nc1ccccc1)Nc1cccc(-c2nnco2)c1	3	-6	-8	97	0.1	2	-1	-0.5	-0.2	7
COc1cc(CNc2ccc(N3CCN(C(C)=O)CC3)cc2)ccc1OCc1ccc(F)cc1	-2	-18	1	95	2.9	0	2	4.2	-0.9	-12
CC(C)CNS(=O)(=O)c1ccc(CCC(=O)Nc2ccc3c(c2)OCO3)cc1	-3	-1	-1	99	0.4	-4	-1	-1.5	0.7	9
O=C(c1cc2ccccc2o1)N1CCOCC1	2	3	-4	98	0.0	-1	3	0.5	-0.6	7
CCn1c2ccccc2c2cc(NC(=O)c3ccccc3[N+](=O)[O-])ccc21	1	-4	-2	99	0.9	-3	1	-1.8	1.5	5
COc1cc2c(cc1OC)[C@@H](NC(=O)c1ccc(C(F)(F)F)cc1)[C@H](OCc1ccccc1)C2	-6	-11	-1	99	0.0	-6	5	0.8	-2.8	2
COc1ccc(CCNC(=O)COc2ccc(C)nc2[N+](=O)[O-])cc1	2	-6	0	91	-0.3	-1	0	-3.7	0.3	-5
O=C(O)c1nn(CCOc2cccc(Cl)c2)c(=O)c2ccccc12	3	23	4	101	-0.2	-5	3	2.6	-0.4	5
CCOC(=O)N1CCC(N2Cc3cccc(C(=O)O)c3C2=O)CC1	-1	-1	1	101	2.1	-1	1	0.4	-1.2	8
O=C(Nc1ccccc1)c1ccc(COc2ccccc2)cc1	-6	1	-2	95	-0.4	-5	-1	-0.2	0.1	2
Cc1ccc(OCC(=O)NCCNC(=O)c2cnccn2)cc1	7	-1	-2	97	0.0	0	3	-1.5	0.2	3

structure	ABHD5-PLIN5 inh	Cardio protect	Granule exo inh	ABCB6 inh 2	aDG glyco up	m5-HT2A agonist	Glyco luc inh	MC4R ag barr	iPSC survival up	MC4R antag cAMP
CCOC(=O)Cc1cc(=O)n2[nH]c(C)c(-c3ccccc3)c2n1	-5	7	-2	104	-0.1	-4	0	-1.2	2.7	7
COc1ccc(NC(=O)CN2CCN(c3ccccc3F)CC2)cc1	-8	-2	-2	96	-0.1	-6	-1	0.7	0.5	5
CCOC(=O)C1=C(CSc2nc(-c3ccccc3)ccc2C#N)OC(N)=C(C#N)C1c1ccccc1 (stereo not drawn)	-9	-7	1	360	0.6	4	-5	-0.8	0.4	14
CC(C(=O)N1CCN(c2ccccc2)CC1)c1ccc([N+](=O)[O-])cc1 (stereo not drawn)	2	5	8	95	0.0	0	-3	-1.4	0.2	-9
CCC(=O)N1CCc2cc(S(=O)(=O)N(C)c3ccc(Br)cc3)ccc21	-6	-1	-6	97	-0.2	1	0	1.6	-0.8	7
COC(=O)/C=C1/SC(=NC(=O)c2ccc(F)cc2)NC1=O	-12	0	7	102	0.0	3	1	0.0	0.5	9
O=[N+]([O-])c1cccc(Oc2cnccn2)c1	-3	3	-10	97	-0.1	7	3	-1.2	0.3	9
CC(C)n1cnc2c(NCc3ccccc3)cc(N[C@H](C)CO)cc21	-38	-10	-11	124	0.9	-2	-7	2.8	-3.8	-14
Brc1ccc(NC(c2ccccc2)c2ccncc2)cc1 (stereo not drawn)	-3	-5	-17	96	0.0	-6	2	0.3	0.5	-1
CCN1C(=O)CSC1=Nc1ccc(C(=O)O)cc1	1	2	-5	104	0.0	1	4	1.2	-0.2	13
COc1ccccc1N1CCN(Cc2cc(=O)c(OCC(=O)NC3CCCC3)co2)CC1	3	7	5	96	2.6	-1	0	-2.2	0.5	-3
O=C(OC1CCOC1=O)c1cccc(S(=O)(=O)Nc2ccc(F)cc2)c1 (stereo not drawn)	-8	7	0	100	-0.3	7	2	-2.8	1.6	13
O=C(c1ccc(S(=O)(=O)Nc2cccc(C(F)(F)F)c2)cc1)N1CCC1	3	-6	-1	96	0.7	-6	0	-2.7	0.3	-5
O=CNc1ccc(S(=O)(=O)NCc2ccccc2)cc1	1	0	0	101	0.0	0	1	-2.8	1.8	10
COc1ccc(NC(=O)C2(N(CC(C)C)C(=O)Cn3nnnc3N)CCCCC2)cc1	-2	2	6	82	0.0	2	-1	0.0	3.3	1
CCOc1ccc(NC(=O)Cc2ccc(S(=O)(=O)N3CCOCC3)s2)cc1OCC	7	4	-1	99	-0.3	-5	0	-2.4	0.0	1
Cc1ccc(NC(=O)Cn2ccc([N+](=O)[O-])n2)cc1Cl	2	-13	1	96	-0.1	-1	0	0.8	0.7	7
Cc1ccc2c(Cl)c(C(=O)NCC(c3ccco3)N3CCCC3)sc2c1 (stereo not drawn)	-4	-4	4	101	1.0	-11	-6	0.0	-0.3	0
